ATXN viability: cell viability loss in ATXN counter-screen. Potency, µM (doses to about 56.7 µM), most hits filed as cytotoxic. 400,000 tested, 0.49% active. S2 cells (HEK-293 line with an ATXN2-luciferase reporter) viability, CellTiter-Fluor protease fluorescence, 24 h; also: potency is read from the fitted curve at half-maximal effect; nearly all actives have a fitted effect of over 40% in size
Nrf2 ARE act: activates Nrf2 signaling. AREc32 ARE-luciferase reporter (MCF7-derived line), luminescence, 24 h. Potency, µM (series often up to 46.1 µM), inactives show at the highest dose activation, usual class: activators. 410,000 tested, 0.31% active. AID 624171; also: potency is read from the fitted curve at half-maximal effect; % of control where 0% means no effect; nearly all actives have a fitted effect of over 65% in size
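Each well held 1000 AREc32 cells, which were incubated with compound for 24 hr at 37 deg C after overnight attachment, and ARE reporter activity was quantified by firefly luciferase luminescence.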
CCT chaperon mod: modulators of cytosolic chaperonin (CCT/TRiC) activity; purified chaperonin ATPase assay, HTRF ADP detection, 30 min; activity change, % (no concentration beside the values), hits read low; 360,000 tested, 0.3% active; AID 651819; in the data active = activity change below about -30%; also: % is scaled to controls: 0 for no effect and ±100 for the full control effect
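First, chaperonin was dispensed at 40 nM or 20 nM final depending on batch activity. Next, compounds were pinned at 76 uM and ATP added at 10 uM. After 30 min at 37 °C, ADP detection reagents ran 30 min at ambient temperature.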
MmCpn inh: inhibitors of Methanococcus maripaludis chaperonin (MmCpn); purified Mm-Cpn ATPase, ADP Transcreener TR-FRET; Potency, µM (doses to about 76.9 µM), without a hit: at the highest dose activity, negative = inhibition, hits mostly inhibitors; 330,000 tested, 0.031% active; AID 504842; also: potency is read from the fitted curve at half-maximal effect; % is scaled to controls: 0 for no effect and ±100 for the full control effect; nearly all actives have a fitted effect of over 80% in size
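Quantitative HTS used 25 nM Mm-CPN and 10 uM ATP in magnesium/KCl Tris buffer, pH 7.4, with 1 mM DTT. Hydrolysis ran 30 min at 37°C; ADP was read by HTRF.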
TGFb SMAD3 inh: inhibitors of TGF-b signaling. HepG2 CAGA-GFP TGF-b/SMAD3 reporter, GFP fluorescence, 18 h; TGF-beta stimulated, 500 pg/mL final. 410,000 tested, 1.2% active. Potency, µM (doses to about 46.1 µM), for the others: top-dose activity, negative = inhibition, actives largely listed as inhibitors. AID 588855; also: potency is read from the fitted curve at half-maximal effect; % is scaled to controls: 0 for no effect and ±100 for the full control effect; nearly all actives have a fitted effect of over 65% in size
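Smad-responsive CAGA-GFP expression was quantified in HEPG2 cells exposed to compounds and 500 pg/mL final TGF-beta for 18 h at 37 degrees C; unstimulated wells defined full inhibition.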
HepG2 tox: counter-screen for TGF-b inhibitors: cytotoxicity in HepG2 cells; HepG2 CAGA-GFP viability, ATP luminescence, 18 h; Potency, µM (highest dose often 46.1 µM), without a hit: at the top dose activity change, negative = cytotoxicity, usual class: cytotoxic; 410,000 tested, 0.76% active; AID 588856; also: potency is read from the fitted curve at half-maximal effect; some results filed as inactive show a strong effect at the top dose
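HepG2 CAGA-GFP cells (1000/well, DMEM with 1% FBS) received compound, then TGF-beta at 500 pg/mL final, and were incubated 18 hours at 37 degrees C. Viability was read by CellTiter-Glo luminescence. Media-only wells were set as complete cell-killing and DMSO as no toxicity.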
pAkt inh: Akt phosphorylation inhibition. Neuro2A IGF-stimulated pAkt S473 HTRF, 20 min; hits give low values. activity change, % for hits at 50 µM. 360,000 tested, 0.32% active. AID 651550; in the data active = activity change below about -80%; inconclusive = mostly about -51% to -80%; also: % is scaled to controls: 0 for no effect and ±100 for the full control effect
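Single-point screen (50 µM final compound) in Neuro2A cells stimulated 20 min with 6 nM IGF at 37 deg C. After lysis, Ser473-phosphorylated Akt read by HTRF (ex 330 nm, em 615/665 nm) as the 665/615 ratio.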
Nrf2 inh: blocks Nrf2 signaling; Potency, µM (highest dose often 46 µM), without a hit: top-dose activity change, negative = inhibition, hits mostly inhibitors; A549 ARE-Fluc reporter, luciferase luminescence, 18-24 h; 360,000 tested, 2.1% active; also: potency is read from the fitted curve at half-maximal effect; % is scaled to controls: 0 for no effect and ±100 for the full control effect; nearly all actives have a fitted effect of over 60% in size
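Concentration-response testing used A549 ARE_Fluc cells at 5000 cells/well. Following an 18-24 h compound incubation, viability was read by fluorescence (Ex 405/Em 525) and luciferase output by luminescence.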
A549 viability: A549 cytotoxicity, counter-screen for Nrf2 inhibitors; Potency, µM (doses to about 46 µM), for inactives: at the highest dose activity change, negative = cytotoxicity, usual class: inhibitors; 390,000 tested, 0.16% active; A549 ARE-Fluc cells, CellTiter-Fluor viability, 18-24 h; also: potency is read from the fitted curve at half-maximal effect; % is scaled to controls: 0 for no effect and ±100 for the full control effect
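A549 ARE-Fluc cells in 5% FBS OPTI-MEM, 5000 cells/well, rested 2 h then exposed to compounds in concentration-response for 18-24 h at 37 °C. Viability by CellTiter-Fluor fluorescence (Ex 405/Em 525) after 30 min; luciferase luminescence (BugLite, 15 min, RT) read afterwards.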
Starred values were filed as active, the others as inactive; i = inactive; ? = inconclusive; . = no result given; & = joins results of further samples; [ ] = remark or other dose. Unless noted, calls follow the shape of the dose curve; as a rule, active = well fitted curve in the direction sought with a large enough effect; inconclusive = small, poorly fitted or top-dose-only effect, or another doubt; inactive = no such curve, though single readings can be large; an effect the other way counts as inactive or inconclusive. The order is random; any-hit rate near 4.4%.

structure	ATXN viability	Nrf2 ARE act	CCT chaperon mod	MmCpn inh	TGFb SMAD3 inh	HepG2 tox	pAkt inh	Nrf2 inh	A549 viability
OC(COc1ccc(OCc2ccccc2)cc1)CN1CCCCC1 (centres undefined)	i	0.0%	1.6	1%	-2%	-36%	i	?	1%
COC(=O)C(NC(=O)c1ccccc1C)(Nc1ncc(S(=O)(=O)c2ccc([N+](=O)[O-])cc2)s1)C(F)(F)F (centres undefined)	i	26%	-1.8	1%	-12%	-18%	i	?	-14%
CCN(CC)CCCNC(=O)c1cc2c(-c3ccc(Cl)cc3)nn(C)c2s1	.	-5.4%	-2.0	0%	?	-93%	i	11%	-21%
COC(=O)c1ccccc1NC(=S)N(Cc1ccc2c(c1)OCO2)Cc1cc2cccc(C)c2[nH]c1=O	i	0.0%	-0.7	-1%	3%	3%	i	-11%	2%
Cc1cccc(C)c1NC(=O)CCc1nnc2ccc(N3CCCC3)nn12	i	-1.5%	-0.2	2%	4%	7%	i	-10%	1%
COc1ccc(C(=O)NCc2ccc(N3CCN(C(=O)OC(C)(C)C)CC3)cc2)cc1	i	3.5%	-0.8	-1%	?	-33%	i	?	18%
COc1ccc(CCNc2ccc(C(CC(N)=O)NC(=O)c3ccccc3)cc2[N+](=O)[O-])cc1 (centres undefined)	i	-0.7%	-0.6	-1%	-12%	1%	i	8%	-9%
CCOC(=O)c1c(C)[nH]c(C(=O)CN2C(=O)NC(C)(CC(C)C)C2=O)c1C (centres undefined)	i	4.9%	-1.1	-3%	3%	-33%	i	?	0%
COc1ccc(-n2c(SCC(=O)NCc3cccs3)nc3[nH]ncc3c2=O)cc1	i	-0.6%	0.0	0%	-5%	-17%	i	21%	17%
COc1cccc(C(=O)Nc2nnc(SCC(=O)NC3CCCC3)s2)c1	i	1.9%	-1.5	-1%	10%	-25%	i	-6%	3%
CCOc1ccc(OCCSc2nnnn2C2CCCCC2)cc1	?	2.3%	0.4	1%	-7%	7%	i	.	-8%
C(=N/Nc1cc(N2CCOCC2)nc(N2CCOCC2)n1)/c1ccccc1	i	11%	-0.4	-1%	23%	-32%	i	?	-1%
O/N=C/c1cccn1-c1ccc(O)cc1	i	-0.7%	-1.5	0%	3%	8%	i	1%	2%
NNc1ccc(S(=O)(=O)N2CCCCC2)cn1	i	0.4%	-0.2	0%	-25%	-44%	i	0%	-8%
COc1ccc2nc(NC(=O)c3ccc(F)cc3)sc2c1	i	0.1%	-3.2	-12%	-5%	-16%	i	23%	-2%
CC(=O)Nc1ccc2cnn(C(C)=O)c2c1	?	-0.7%	0.8	.	6%	-25%	i	.	.
COCCN(C(=S)Nc1ccccc1OC)C(C)c1cccs1 (centres undefined)	i	0.0%	1.7	-1%	-17%	1%	i	2%	14%
O=C(COC(=O)Cc1ccc(Br)cc1)NCc1ccc2c(c1)OCO2	i	-0.2%	-8.7	1%	-14%	-3%	i	2%	0%
CCCCN(CC)CCCNC(=O)c1cn(CC(C)C)c(=O)c2c1c1ccccc1n2C	?	-0.4%&-0.2%	-1.3	-1%	0%&1%	2%&5%	i	3%&-12%	5%&-8%
Cc1ccc(O)c(-c2cc(C(=O)Nc3ccc(S(=O)(=O)Nc4nc(C)cc(C)n4)cc3)[nH]n2)c1	i	6.6%	-1.1	1%	14%	-26%	i	?	-5%

Reprinted from the part before: 2 entries; new compounds follow.
structure	ATXN viability	Nrf2 ARE act	CCT chaperon mod	MmCpn inh	TGFb SMAD3 inh	HepG2 tox	pAkt inh	Nrf2 inh	A549 viability
CCCCN(CC)CCCNC(=O)c1cn(CC(C)C)c(=O)c2c1c1ccccc1n2C	?	-0.4%&-0.2%	-1.3	-1%	0%&1%	2%&5%	i	3%&-12%	5%&-8%
Cc1ccc(O)c(-c2cc(C(=O)Nc3ccc(S(=O)(=O)Nc4nc(C)cc(C)n4)cc3)[nH]n2)c1	i	6.6%	-1.1	1%	14%	-26%	i	?	-5%
O=C(CCNC(=O)c1ccc(Br)o1)NC1CCCC1	i	0.0%	-3.9	-5%	4%	2%	i	-4%	4%
CC(C)(C)/C(COc1ccccc1[N+](=O)[O-])=N/O	i	-0.3%	-1.7	5%	-4%	7%	i	4%	10%
COc1cc(/C=N/NS(=O)(=O)c2ccc(C)cc2)ccc1OCc1ccc(C(=O)O)cc1	i	-2.3%	-0.6	1%	16%	-1%	i	?	-1%
CCOC(=O)C1(CC2CCCCO2)CCN(C(=O)Nc2ccccc2)CC1 (centres undefined)	i	-0.1%	1.0	1%	?	6%	i	19%	1%
CCc1nc2c(OCC3CCCCC3)cccn2c1N(C)C(=O)c1ccc(OC)cc1	?	0.1%[9.22 µM]	-0.7	.	?	-5%	i	.	.
CCCn1cc(SCC(N)=O)c2ccccc21	i	0.3%	0.1	-4%	1%	1%	i	9%	-3%
CC(=O)n1cc([C@@H]2C=C(C(=O)N3CCN(Cc4ccccc4)CC3)O[C@H](OCc3ccc(CO)cc3)C2)c2ccccc21	?	7.7%	-0.2	.	?	-8%	i	?	-20%
Cc1cc(C)c(C(O)c2ncc(-c3cccc4ccccc34)[nH]2)c(C)c1 (centres undefined)	i	-1.6%	0.4	.	?	-26%	i	.	.
COc1ccc(NC(=O)C2(C)CCN2C(=O)CC2CCCC2)cc1OC (centres undefined)	i	-0.9%	0.0	.	4%	6%	i	.	.
CC1CCN(C(=O)CCNC(=O)c2ccccc2)CC1	i	2.8%	-0.6	-1%	-2%	7%	i	24%	-2%
CC12CC3CC(C)(C1)CC(C(=O)NCc1ccco1)(C3)C2	i	2.7%	-2.7	0%	?	0%	i	0%	10%
O=C(NCc1nnnn1-c1cccc(F)c1)c1ccc(S(=O)(=O)N2CCOCC2)cc1	i	1.1%	-0.9	0%	-6%	-6%	i	19%	2%
COCCCN(C(=O)c1ccccc1)c1nc(-c2ccc(OC)cc2)cs1	i	-0.9%	0.2	-14%	-4%	-23%	i	0%	13%
COC(=O)c1cc2oc(C)cc2n1CC(=O)Nc1ccc(C(C)C)cc1	i	6.9%	.	.	113%[activator]	88%	.	?	-1%
COc1ccccc1C(=O)Nc1nnc(S(=O)(=O)N2CCC(C)CC2)s1	i	0.5%	-2.9	-7%	-12%	-6%	i	8%	1%
N#Cc1sc2nc(C3CC3)cc(-c3ccccc3)c2c1N	i	0.1%	-0.2	-10%	?	-16%	i	-11%	?
CCOC(=O)c1c(C)[nH]c(C)c1S(=O)(=O)N(C)CC(=O)NCc1ccc(F)cc1	i	0.0%	-1.0	-3%	7%	6%	i	-3%	-2%
CCOC(=O)[C@@H]1[C@H]2COc3ccccc3[C@H]2N2C(=O)N(c3ccc(OC)cc3)C(=O)[C@]12C	?	-1.0%	0.9	-2%	-2%	-1%	i	1%	-17%
Cc1ccc(-c2nc(CS(=O)CC(=O)NCc3ccccc3)c(C)o2)cc1 (centres undefined)	i	0.7%	0.5	-3%	-22%	-19%	i	-5%	15%
CCCNc1c(NS(=O)(=O)c2cccc(C#N)c2)c(=O)oc2ccccc12	i	-1.2%	-0.4	1%	4%	-23%	i	-10%	0%
Nn1c(SCC(=O)Nc2ccccc2Br)nnc1-c1ccco1	i	-0.3%	1.0	2%	-1%	-7%	i	13%	1%
COc1c(O)ccc2cnn(-c3ccccc3C)c(=O)c12	i	0.0%	1.5	0%	-14%	2%	i	4%	0%
CC(NC(=O)C(Cc1ccccc1)NC(=O)c1ccccc1)C(=O)O (centres undefined)	i	0.0%	-1.1	1%	?	2%	i	15%	2%
COc1ccc(OC)c(CCNC(=O)c2cc3c(-c4ccccc4F)nn(C)c3s2)c1	?	-0.3%	.	.	?	-41%	.	21µM*	-2%
CNS(=O)(=O)c1cn(CC(=O)Nc2ccc(C)c(N(C)C)c2)cc1S(=O)(=O)NC	.	-0.1%	.	.	-5%	2%	.	-1%	4%
O=C(NCCOc1ccc(Cl)cc1)c1ccc2ccccc2n1	i	3.9%	1.1	1%	?	-14%	i	?	?
CCOC(=O)c1cc(-c2ccccc2)n(CCC(=O)Nc2ccccc2CC)c1C	.	-1.1%	.	.	0%	-3%	.	.	-2%
COc1ccccc1N1CCN(S(=O)(=O)c2c(C)sc3ncn(CC(=O)Nc4ccc(C(C)C)cc4)c(=O)c23)CC1	i	-0.1%	.	.	2%	3%	.	-18%[9.27 µM]	-9%
CCOC(=O)N1CCC(Nc2c([N+](=O)[O-])cc(C(=O)O)cc2[N+](=O)[O-])CC1	i	-1.7%	-0.4	0%	8%	0%	i	2%	-8%
O=C(c1ccccc1)N1CCN(S(=O)(=O)N2CCCCC2)CC1	i	-0.6%	0.8	2%	-15%	-11%	i	0%	3%
C1CCC(Nc2nnnn2C2CCCCC2)CC1	i	0.5%	2.9	2%	2%	-1%	-104%*	.	4%
CCCC(C)C(=O)Nc1ccc(S(=O)(=O)N2CCCC2)cc1 (centres undefined)	i	-0.6%	-0.5	0%	0%	2%	i	-7%	2%
Cc1ccc(NC(=O)C2=NNC(=O)CC2)cc1S(=O)(=O)Nc1ccc(SC(F)F)cc1	i	0.6%	0.1	1%	-8%	0%	i	?	-2%
COc1ccc(N(CC(=O)NCc2ccco2)S(C)(=O)=O)cc1Cl	i	0.1%	0.4	-8%	-6%	-1%	i	-2%	-9%
CC(C)CNC(=O)c1ccccc1NC(=O)c1ccccc1N(C)S(=O)(=O)c1ccccc1	i	-0.3%	-2.8	1%	-17%	-22%	i	15%	0%
COc1ccc(N2CCN(C(=O)c3[nH]c4ccc(OC)cc4c3C)CC2)cc1	i	0.2%	-0.7	0%	0%	-3%	i	-16%	-4%

Assay outcomes deposited in PubChem BioAssay by National Center for Advancing Translational Sciences (NCATS).
